High-throughput results (PubChem BioAssay)
FN deposition inh: fibronectin deposition inhibition | AH1F fibroblasts, Alexa488-fibronectin deposition fluorescence, overnight | inhibition, % at 12.6 µM | 0.086% of 350,000 active;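 active means mean inhibition across replicates of 30% or more, regardless of how many single replicates reach that level; inconclusive means mean under 30% yet at least half of replicates reach 30%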;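 further: positive control wells lacked labelled fibronectin entirely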
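material = AH1F fibroblast monolayer depositing Alexa488-labelled fibronectin into matrix | amount = 10000 AH1F cells/well | buffer or medium = DMEM plus 2% serum, read in PBS | incubation = 1 h cell adhesion before compound, then overnight fibronectin incubation | detection = fluorescence at 485 nm excitation, 525 nm emission | evaluation = percent inhibition as loss of matrix-bound fibronectin fluorescence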
INS-1E GSIS act: GLuc luminescence reporter in INS-1E cells, primary screen for activators of glucose-dependent secretion of insulin; INS-1E GLuc reporter insulin secretion, 2-3 h; activation, % at 16.6 µM; 0.61% of 370,000 active;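 active means lowest replicate activation of at least 40%, so every replicate reaches that level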;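 further: 0% = median of neutral control wells and 100% = median of IBMX positive control wells; some compounds called inactive have numbers as strong as hits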
DENV2 CPE: protects cells from dengue virus 2 cytopathic effect; 1.7% of 350,000 active; DENV2-infected cells, cytopathic effect rescue, plate reader; CPE inhibition, % at 9.99 µM; in the data active means CPE inhibition above about 20%, passing the limit was not always enough; inconclusive means no clear call, values can overlap the other calls; tested in BHK-21 cells;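 further: 0% = median of neutral control wells and 100% = median of positive control wells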
PAX8 reporter: lowers PAX8-driven luciferase in RMG-I cells; RMG-I TPO-luciferase reporter, SteadyGlo, 24 h; inhibition, % at 12.6 µM; 1.2% of 360,000 active;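 active means mean replicate inhibition at least 60% with every replicate also reaching 60%; inconclusive means only one of the two criteria is met; inactive means mean below 60% and not all replicates reaching 60%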;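 further: luciferase light reporting Pax8 driven TPO promoter activity; plate controls were median of neutral control wells for no effect and mitoxantrone controls for full effect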
F508del corr: CFTR F508del correction in bronchial cells. CFBE cells, YFP halide quenching; stimulated with forskolin plus potentiator P3; % fluorescence drop versus neutral controls. activity (quench increase), % at 7.58 µM. 0.36% of 350,000 active;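 active means mean added fluorescence quench of at least 8% versus neutral control, with both replicates also reaching 8%; inconclusive means only one of the mean or replicate conditions met; inactive means mean below 8% and not both replicates reaching 8%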;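 further: cells transiently co-express mutant CFTR-F508del with the halide-sensitive YFP; corrector assay measuring rescue of mutant channel to the surface after 24 h compound exposure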
EWS-Fli block: blocks EWS/Fli oncoprotein-driven transcription | 0.67% of 350,000 active | AID 651661 | inhibition, % at 12.6 µM | A673 NR0B1-luciferase reporter, viability-normalised;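 active means mean inhibition of at least 50% after viability correction, with every replicate also passing that limit; inconclusive means mean reaches 50% but only one of two replicates passes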;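 further: firefly luciferase signal divided by Alamar Blue viability fluorescence both relative to DMSO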
miR122 inh: blocks miR-122 activity in Huh7 sensor cells | Huh7 miR-122 Renilla luciferase sensor, 48 h; neutral wells = 0, positive control = 100 | activation (reporter increase), % at 12.5 µM | 0.3% of 340,000 active | AID 602342;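 active means mean replicate activation score at least 90 and every replicate individually at or above 90; inconclusive means only one of the two criteria met; inactive means neither criterion met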;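 further: higher luciferase means less miR-122 activity so hits act as miR-122 inhibitors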
An asterisk follows results filed as active; ? = inconclusive; nt = no result given; [ ] = remark or other dose.

SMILES | FN deposition inh | INS-1E GSIS act | DENV2 CPE | PAX8 reporter | F508del corr | EWS-Fli block | miR122 inh
O=C(Nc1ccnn1C1CCN(Cc2ccc(Cl)cc2)CC1)C1CCCC1 | 3 | -5 | -5 | 10 | 0.7 | 7 | nt
C[C@H]1CCCCO[C@@H](CN(C)S(=O)(=O)c2ccc(F)cc2)[C@@H](C)CN([C@@H](C)CO)C(=O)c2cc(NC(=O)Nc3cccc4ccccc34)ccc2O1 | 3 | 16 | -4 | -16 | -1.6 | -3 | nt
Cc1c(OC(C)C(=O)NCCCN2CCOCC2)ccc2c1oc(=O)c1ccccc12 (configuration not stated) | -10 | 2 | 3 | -3 | -0.9 | 1 | -1
CCOc1cc2[nH]c(=S)n(CCCN3CCCC3=O)c(=O)c2cc1OCC | -28 | nt | nt | 1 | nt | nt | -22
CCc1ccccc1NC(=O)NCc1ccc2c(c1)OCO2 | -5 | 1 | 12 | 2 | 5.1 | nt | -5
O=C1NC[C@H](CC2CCCCC2)N(CCc2cccc3ccccc23)C1=O | -17 | -9 | 14 | 12 | -1.8 | -7 | nt
Cc1ccc(S(=O)(=O)C=CS(=O)(=O)c2ccc(C)cc2)cc1 | 16 | 87* | 11 | 47 | -6.9 | 38 | 19
Cc1c(C)c2cc(Cl)c(O)c(CN(C)C)c2oc1=O | 4 | nt | nt | -3 | nt | nt | -2
CN1CCN(C(=O)[C@@H]2[C@@H](CO)[C@@H]3Cn4c(cccc4=O)[C@@H]3N2Cc2ccccc2F)CC1 | nt | 19 | 20 | nt | nt | 6 | nt
CO[C@@H]1CN(C)C(=O)c2ccc(NS(=O)(=O)c3ccccc3)cc2OC[C@H](C)N(C(=O)NC(C)C)C[C@@H]1C | -7 | -4 | 7 | nt | 2.1 | 4 | 3[16.7 µM]
CS(=O)(=O)c1cccc(-c2ccc3nncn3c2)c1 | -4 | -2 | ? | 9 | 5.2 | 2 | 0
C[C@H]1CN([C@@H](C)CO)C(=O)c2cc(NC(=O)Cn3cnnn3)ccc2O[C@H]1CN(C)S(=O)(=O)c1cn(C)cn1 | -2 | 5 | -3 | nt | -0.3 | 0 | 1[16.7 µM]
Cc1cc(C)nc(NC(=O)c2cc([N+](=O)[O-])cc([N+](=O)[O-])c2)n1 | 8 | nt | -2 | 11 | nt | 4 | nt
CC(C)NC(=O)N1CCCCN2[C@H](CO)[C@H](c3ccc(C#Cc4ccccc4F)cc3)[C@@H]2C1 | nt | -7 | -6 | 1 | 1.3 | 3 | -8[16.7 µM]
N#CCc1nn(-c2ccc(Cl)cc2)c(N)c1C#N | -6 | -3 | nt | -31 | nt | nt | 2
CCCCN(C)c1c(C)nc2ccc(C(=O)N(CC)CCN(C)C)cn12 | 15 | 10 | 9 | 82* | -4.6 | -13 | -12
COc1ccc(NC(=S)N(Cc2ccc(Cl)cc2)Cc2ccc(C(=O)O)cc2)cc1Cl | 11 | -10 | -1 | 7 | -1.2 | 6 | -5
Cc1ccccc1-c1ccc([C@H]2[C@@H](CO)N3CCCCN(S(C)(=O)=O)C[C@H]23)cc1 | nt | -22 | 7 | 16 | 0.6 | 0 | 3[16.7 µM]
CCCN(CCC)C(=O)CC(c1ccccc1)c1cc(C)ccc1O (configuration not stated) | nt | -12 | 12 | nt | -1.2 | -4 | -3
CCOC(=O)C1=C(COC(=O)c2c(OC)cccc2OC)NC(=O)NC1C (configuration not stated) | 1 | 20 | 5 | 10 | 0.3 | 3 | -3
CCOc1ccc(-c2cc(C(=O)N/N=C(\C)c3cccnc3)c3ccccc3n2)c(OCC)c1 | nt | 1 | 7 | 10 | 1.5 | nt | -4
O=C(NC(Cc1ccccc1)C(=O)O)/C(=C/c1ccccc1)NC(=O)c1cccc(Br)c1 (configuration not stated) | -16 | -1 | -5 | 1 | -3.6 | -5 | nt
Oc1ccc(-c2csc(Nc3ccc4c(c3)OCO4)n2)c(O)c1 | -22 | -32 | 5 | -220 | -3.6 | -115 | 2
C[C@H](CO)N1C[C@H](C)[C@@H](CN(C)C(=O)C2CCCCC2)OCCCC[C@H](C)Oc2ccc(NC(=O)NC3CCCCC3)cc2C1=O | -6 | -29 | -2 | 3 | 0.7 | 7 | 11[16.7 µM]
O=C(C[C@@H]1CC[C@@H]2[C@H](COC[C@@H](O)CN2C(=O)c2ccccn2)O1)NC1CCC1 | 6 | 7 | ? | nt | 0.3 | nt | 1[16.7 µM]
SMILES | FN deposition inh | INS-1E GSIS act | DENV2 CPE | PAX8 reporter | F508del corr | EWS-Fli block | miR122 inh
Cc1cnc(C)c(N2CCN(Cc3nc(-c4ccc(C)o4)oc3C)CC2)n1 | nt | 0 | nt | 1 | -0.4 | -5 | nt
CCN(CC)S(=O)(=O)c1ccc(/C=C/C(=O)OCC(=O)N(C)C)cc1 | 3 | -2 | 16 | -18 | 0.8 | -1 | nt
COc1cccc(C(=O)Nc2ccc3c(c2)C(=O)c2ccccc2C3=O)c1 | -4 | 10 | nt | -129 | -1.7 | -63 | nt
C[C@@H]1CN([C@H](C)CO)C(=O)c2cccc(NS(C)(=O)=O)c2O[C@@H]1CN(C)Cc1ccc2c(c1)OCO2 | nt | 8 | -6 | -15 | -2.4 | nt | 0[16.7 µM]
CCOc1cc(NC(=O)c2ccco2)c(OCC)cc1NC(=O)c1ccco1 | -10 | 23 | -2 | -9 | 1.4 | 1 | 2
C[C@H]1CN([C@@H](C)CO)C(=O)c2cc(NC(=O)C3CC3)ccc2O[C@@H]1CN(C)S(=O)(=O)c1ccc(F)cc1 | nt | 3 | ? | 3 | 0.8 | -2 | 7[16.7 µM]
C=CCNS(=O)(=O)c1ccc(OCC(=O)OC)cc1 | nt | 5 | 5 | nt | -0.7 | -3 | -7
Cc1ccc(CN2C(=O)CSC2c2ccc(F)cc2)cc1 (configuration not stated) | 4 | 3 | -3 | 13 | 1.1 | 12 | 2
Cc1cc(C(=O)N/N=C/c2c3ccccc3cc3ccccc23)n[nH]1 | 17 | 1 | -5 | -10 | 0.3 | 45 | 5
NC(=O)c1ccsc1NC(=O)COC(=O)/C=C/c1ccccc1[N+](=O)[O-] | -1 | -6 | 8 | 9 | 0.1 | 4 | 0
CCCNC(=O)C(=O)NCc1ccccn1 | 13 | 6 | -4 | -1 | 0.0 | -8 | nt
Cc1ccccc1/C(N)=N/OC(=O)c1ccc(F)cc1 | -2 | -20 | -4 | -122 | 0.4 | -27 | -3
C[C@H](CO)N1C[C@H](C)[C@@H](CN(C)C(=O)C2CCC2)Oc2cc(-c3ccc(C(=O)N(C)C)cc3)ccc2S1(=O)=O | 4 | -7 | 1 | 19 | 1.7 | -19 | 12[16.7 µM]
Cc1ccc(CNC(=O)c2ccc(OCC3CCCO3)cc2)cc1 (configuration not stated) | 2 | 11 | nt | -15 | nt | nt | nt
CCCS(=O)(=O)NC(=O)C1(C)CCN(C(=O)c2ccc(SC(F)(F)F)cc2)C1 (configuration not stated) | -1 | -4 | 3 | 23 | -3.0 | 0 | -5
O=C(COC(=O)CNC(=O)c1ccccc1)Nc1ccc2c(c1)OCO2 | 2 | -3 | 2 | 3 | -4.6 | 9 | nt
CC(C)(C)OC(=O)N1CCC(CNC(=O)c2cccs2)CC1 | -3 | nt | -11 | -5 | -2.5 | -4 | -5
Cc1ccc(C(c2c(NC(=O)c3ccco3)sc(C)c2C)N2CCOCC2)cc1 (configuration not stated) | -3 | -7 | -12 | 15 | 0.0 | 12 | -4
Cc1ccc(S(=O)(=O)CCC(=O)OCc2nnc(-c3ccccc3Br)o2)cc1 | 2 | 12 | -7 | 5 | -4.2 | 5 | nt
COc1ccc(NC(=S)N(CCc2c(C)[nH]c3ccccc23)Cc2ccco2)cc1 | 0 | -15 | 8 | -5 | -0.9 | -1 | -2
CC(C)NC(=O)N(C)C[C@@H]1Oc2ncc(C#CC3(O)CCCC3)cc2C(=O)N([C@@H](C)CO)C[C@H]1C | 4 | 17 | 3 | nt | 2.6 | 1 | 2[16.7 µM]
CCC1=Nc2cc(C(=O)NCc3ccco3)ccc2Sc2ccc(C)cc21 | -23 | nt | ? | 84* | nt | 17 | 119*
CC(C)Cc1ccc(C(C)C(=O)N2CCOCC2)cc1 (configuration not stated) | -4 | -4 | nt | nt | nt | nt | 3
COc1ccc(N/C=C\C(=O)c2ccc3ccccc3c2)cc1 | -10 | 8 | 0 | -16 | 0.6 | 6 | 1
O=C(NNC(=O)c1cccnc1)NC1CCCCC1 | 1 | 1 | 0 | -5 | 1.4 | -2 | nt
SMILES | FN deposition inh | INS-1E GSIS act | DENV2 CPE | PAX8 reporter | F508del corr | EWS-Fli block | miR122 inh
COc1cc(S(=O)(=O)N2CCOCC2)cc(C(=O)NCC(c2cccs2)N2CCOCC2)c1OC (configuration not stated) | 5 | -4 | -6 | 5 | 3.5 | 8 | nt
Cc1noc(C)c1NC(=O)Nc1ccc2c(c1)C(=O)N([C@@H](C)CO)C[C@H](C)[C@@H](CN(C)C(=O)Nc1ccccc1)O2 | nt | 13 | nt | nt | 0.2 | -8 | 3[16.7 µM]
CCCc1cc(=O)oc2cc(OC(C)C(=O)NCC3CCC(C(=O)O)CC3)ccc12 (configuration not stated) | nt | 10 | 7 | nt | -1.7 | -6 | -6
CS(=O)(=O)Nc1cccc(NC(=O)c2cccc3c(-c4ccc(F)c(F)c4)coc23)c1 | -7 | -3 | 19 | -42 | 3.0 | -28 | 5
Nc1cc2c(cc1Br)-c1c(C(=O)O)cccc1C2O (configuration not stated) | 0 | nt | -9 | 9 | 0.3 | -20 | nt
COc1cc(C)c(S(=O)(=O)N2CCOCC2)c(C)c1C | -4 | 1 | 7 | -7 | 0.6 | -2 | 1
O=C(COC(=O)c1cccc(O)c1)NCc1ccc2c(c1)OCO2 | 6 | 4 | -7 | -5 | -3.9 | -10 | -17
C[C@@H]1CN([C@H](C)CO)C(=O)c2ccccc2-c2ccccc2CO[C@@H]1CN(C)S(=O)(=O)c1ccccc1F | 5 | 0 | nt | -2 | -1.9 | 0 | nt
C[C@@H]1CN([C@H](C)CO)C(=O)c2cccc(NS(=O)(=O)c3cn(C)cn3)c2O[C@@H]1CN(C)S(=O)(=O)c1ccc(F)cc1 | -1 | 22 | -7 | nt | -0.7 | 0 | -4[16.7 µM]
Cc1cccc(NC(=O)NC2CC3CCC(C2)N3Cc2ccco2)c1 (configuration not stated) | nt | 13 | -1 | 0 | -3.2 | -3 | nt
O=C(O)C[C@@H]1C[C@H]2c3cc(NC(=O)C4CCC4)ccc3O[C@H]2[C@@H](CO)O1 | nt | 11 | -1 | 3 | 0.1 | nt | nt
O=C1NC[C@@H](Cc2ccc(O)cc2)N(CCCCC2CCCCC2)C1=O | -15 | -37 | 5 | -13 | 0.4 | 1 | nt
O=[N+]([O-])c1cccc(OCc2cn3cccnc3n2)c1 | -6 | 11 | -1 | -13 | 2.5 | -10 | nt
COc1nc(=O)n(C2CCCO2)cc1C (configuration not stated) | 10 | nt | nt | -2 | -1.8 | -2 | nt
O=C(Nc1cccc(Cl)c1)c1ccc2sc([C@@H]3O[C@H](CO)[C@H](O)[C@H](O)[C@H]3O)nc2c1 | 0 | 7 | -3 | -62 | -1.1 | -103 | 3
COc1cccc(CN2[C@@H]3CNC[C@H]2C3c2ccc(-c3ccc(C)cc3)cc2)c1 (some centres not stated) | -4 | -6 | 7 | 9 | 0.5 | 14 | nt

3 compounds already listed, ordered by length of the SMILES, highest first:
SMILES | FN deposition inh | INS-1E GSIS act | DENV2 CPE | PAX8 reporter | F508del corr | EWS-Fli block | miR122 inh
CN1CCN(C(=O)[C@@H]2[C@@H](CO)[C@@H]3Cn4c(cccc4=O)[C@@H]3N2Cc2ccccc2F)CC1 | nt | 19 | 20 | nt | nt | 6 | nt
O=[N+]([O-])c1cccc(OCc2cn3cccnc3n2)c1 | -6 | 11 | -1 | -13 | 2.5 | -10 | nt
CC(C)Cc1ccc(C(C)C(=O)N2CCOCC2)cc1 (configuration not stated) | -4 | -4 | nt | nt | nt | nt | 3
